High-throughput results from PubChem BioAssay.
RmlCD inh mix – mixture blocks RmlC and RmlD coupled enzyme activity. RmlC/RmlD coupled enzyme inhibition, 384-well mixture HTS. inhibition, % at 5.5 µM. actives 0.39% (n = 110,000). AID 1532; in the data active = inhibition above about 30%, passing the limit was not always enough; note: strong numbers were not always called active
HIV RNase H inh – inhibitors of HIV-1 reverse transcriptase RNase H; RT-RNase H RNA/DNA duplex cleavage, fluorescence; inhibition, % at 10 µM; actives 1.9% (n = 65,000); AID 565; in the data active = inhibition above about 50%
The depositor's hits bear a star; x = no result given.

SMILES | RmlCD inh mix | HIV RNase H inh
CCOC(=O)N1CCN(C(=O)CNS(=O)(=O)c2cccs2)CC1 | 3 | -6
CCN(CC)C(=O)c1n[nH]c(=O)c2ccccc12 | 12 | -12
CC(C)(C)C(=O)Nc1cc2nn(-c3ccccc3)nc2cc1Cl | -32 | x
CC1(C)Cc2c(ccc3ccccc23)C(=O)N1 | 53 | x
COc1cccc(CNC(=O)Cn2cc3c(n2)CCCC3)c1 | -10 | -4
CCOc1ccc(N2CCCCn3c2nc2c3c(=O)[nH]c(=O)n2C)cc1 | x | -8
COC(=O)c1sccc1NC(=O)c1csc2c1CCCC2 | -8 | -47
CCc1nnc(NC(=O)c2ccc(COc3ccccc3)o2)s1 | -14 | -2
Cc1ccc(C(=O)CN(C(=O)c2ccc(Cl)c(Cl)c2)N2C(=O)C3CCCCC3C2=O)cc1 (stereo unspecified) | -9 | x
COc1ccc(N(CC(=O)NC(C)(C)C)S(=O)(=O)c2ccccc2)cc1OC | -5 | 4

Later entries
SMILES | RmlCD inh mix | HIV RNase H inh
O=C(Nc1ccc(-c2nnc(-c3ccccc3)o2)cc1)c1ccc(Br)o1 | 2 | -5
COCCN1CCn2c(nc3cc(NC(=O)c4cccs4)ccc32)C1 | 0 | x
O=C(NC1CC1)c1ccc(CSCc2cccc(F)c2)o1 | -4 | -4
CCC(CC)C(=O)Nc1cccc(/C(C)=N\NC(=O)c2ccc(C)s2)c1 | 2 | x
NC[C@@]12CCCC1C1CCC2C1 (stereo partly specified) | 0 | -4
COc1ccc(CNCC(O)COCc2cccs2)cc1 (stereo unspecified) | 6 | 1
C=CCn1c(N)c(C(=O)NCc2ccco2)sc1=S | -9 | -1
Cc1ccc2c(c1)C1(C(=O)N2C)N2CC3(C)CN1CC(C)(C2)C3=O (stereo unspecified) | -10 | 0
COc1ccc(S(=O)(=O)N2CCCC2)c(C)c1C | 15 | -29
Cc1cc(C)n(-c2ccc(C(=O)C(C#N)c3nc4ccccc4n3C)cc2)n1 (stereo unspecified) | 75 | 4

Other compounds.
SMILES | RmlCD inh mix | HIV RNase H inh
CC1=CC(c2ccc(Cl)cc2)n2nc(N3C(=O)CCC3=O)nc2N1 (stereo unspecified) | 26 | x
COc1nc(NCC(C)C)nc(Oc2ccc(OCc3ccccc3)nn2)n1 | -12 | -25
COc1cc(C(=O)Nc2ccc3c(c2)OCCO3)ccc1OC(F)F | 9 | -13
O=C(O)CCc1ccc(-c2ccc(Cl)cc2)n1CC(=O)O | 24 | -4
CCCCN(C)CCNS(=O)(=O)c1ccc2c(c1)n(C)c(=O)c(=O)n2C | 8 | x
CC1CSc2nc3sc4c(c3c(=O)n21)CCCC4 (stereo unspecified) | 7 | x
CC(C)C(=O)c1cc2c(cc1NC(=O)c1cccs1)OCCO2 | -16 | x
O=C(NCC1CCCO1)c1ccc2c(c1)N(Cc1ccccc1)C(=O)CS2=O (stereo unspecified) | 16 | -3
C=CCn1cnc2c(c1=O)c1nc3ccccc3nc1n2-c1ccc(Cl)cc1 | x | -2
COc1ccccc1-n1c(SCC(N)=O)nc2c(c1=O)SCC2 | -4 | 0

Later entries.
SMILES | RmlCD inh mix | HIV RNase H inh
CC(=O)c1ccc(CCCC(=O)O)cc1 | 12 | -5
CN(C)c1ccc(/C=C2\NC(=S)N(Cc3ccccc3)C2=O)cc1 | 7 | x
CC1=CC(C)(C)N(C(=O)c2ccc(F)cc2)c2cc3c(cc21)OCO3 | x | 0
CCn1c(SCC(=O)Nc2nccs2)nnc1-c1cc2cccc(OC)c2o1 | 14 | 2
CCOC(=O)C(O)(c1ccc(N(CC)S(=O)(=O)c2ccccc2)cc1)C(F)(F)F (stereo unspecified) | 6 | -8
Cn1cc(C(=O)N2CCN(c3ccccn3)CC2)c(=O)c2cc(S(=O)(=O)N3CCOCC3)ccc21 | 2 | 23
COCCNC(=O)c1cc(-c2cccc(OC)c2)on1 | -9 | 2
CC(C)CN1C(=O)c2ccc(NC(=O)c3cccs3)cc2C1=O | 93 | x
C=CCn1c(N)c(C(=O)NCCC2=CCCCC2)sc1=S | 6 | 81*
CC1(C)CC(=O)C=C(Nc2ccc(F)cc2F)C1 | -17 | -5

Some of these compounds in order of SMILES length, lowest first:
SMILES | RmlCD inh mix | HIV RNase H inh
NC[C@@]12CCCC1C1CCC2C1 (stereo partly specified) | 0 | -4
COc1ccc(CNCC(O)COCc2cccs2)cc1 (stereo unspecified) | 6 | 1
C=CCn1c(N)c(C(=O)NCc2ccco2)sc1=S | -9 | -1
COc1ccccc1-n1c(SCC(N)=O)nc2c(c1=O)SCC2 | -4 | 0
CC(C)CN1C(=O)c2ccc(NC(=O)c3cccs3)cc2C1=O | 93 | x
CCCCN(C)CCNS(=O)(=O)c1ccc2c(c1)n(C)c(=O)c(=O)n2C | 8 | x

Reprinted at random: 2 records from the list.
SMILES | RmlCD inh mix | HIV RNase H inh
CC(C)C(=O)c1cc2c(cc1NC(=O)c1cccs1)OCCO2 | -16 | x
COc1ccc(CNCC(O)COCc2cccs2)cc1 (stereo unspecified) | 6 | 1

Other structures
SMILES | RmlCD inh mix | HIV RNase H inh
CN(C(=O)c1cc2n(n1)C(C(F)(F)F)CC(c1ccco1)N2)c1ccccc1 (stereo unspecified) | -8 | -5
O=C(CN1C(=O)C2C3C=CC(C3)C2C1=O)Nc1nc(SCc2ccc(Cl)cc2)n[nH]1 (stereo unspecified) | 16 | 5
COC1Cc2ccccc2N(C(=O)N2CCN(CCO)CC2)c2ccccc21 (stereo unspecified) | x | -7
O=C(Nc1ccccc1C(=O)N1CCOCC1)c1cccc(S(=O)(=O)N2CCCC2)c1 | 6 | -11
CCCNS(=O)(=O)c1ccc(CCC(=O)NCc2ccco2)cc1 | 51 | 1
COC(=O)CSc1nc2nc(C)c(Br)cc2[nH]1 | -13 | x
CCC1=C(C)C(N2CCOCC2)=NP(N2CCOCC2)(N2CCOCC2)=N1 | 5 | 0
CC(=O)c1c(N2CCN(C(=O)C3CCCO3)CC2)nc(=S)n(-c2ccccc2)c1C (stereo unspecified) | 4 | 12
O=C(CN1CCN(c2ccccn2)CC1)Nc1ccc(OCc2ccccc2)cc1 | x | 2
O=C(CN(C(=O)c1ccc2c(c1)OCCO2)c1ccccc1)NCC1CCCO1 (stereo unspecified) | -11 | 22

The listing continues.
SMILES | RmlCD inh mix | HIV RNase H inh
COc1ccc(-c2ccnc(SCC(=O)N3CCOCC3)n2)cc1 | -4 | -6
Cc1c(Cl)c([N+](=O)[O-])nn1CC(=O)NCc1ccco1 | -8 | x
Cc1nc(CCNC(=O)c2ccccc2)cs1 | 4 | -6
Cn1c(-c2sc3ccccc3c2Cl)n[nH]c1=S | -15 | x
COc1cccc(OC)c1C(=O)Nc1ccc2c(c1)OCCO2 | 5 | 2
Cn1nnc2cc(C(=O)N3CCC(c4ccccc4)C3)ccc21 (stereo unspecified) | 5 | 0
Cc1ccc(S(=O)(=O)N2CCCC2)cc1C(=O)O | 17 | x
Nc1nnnn1/N=C/c1ccccn1 | 10 | 0
CCN1CCN(C(=S)Nc2ccc([N+](=O)[O-])cc2)CC1 | -10 | x
COC(=O)c1sccc1NC(=O)c1ccc(Br)o1 | -2 | -32

Some of the entries so far, with each value named:
CC1(C)CC(=O)C=C(Nc2ccc(F)cc2F)C1
  RmlCD inh mix = -17	HIV RNase H inh = -5
CN(C(=O)c1cc2n(n1)C(C(F)(F)F)CC(c1ccco1)N2)c1ccccc1 (stereo unspecified)
  RmlCD inh mix = -8	HIV RNase H inh = -5
O=C(CN1C(=O)C2C3C=CC(C3)C2C1=O)Nc1nc(SCc2ccc(Cl)cc2)n[nH]1 (stereo unspecified)
  RmlCD inh mix = 16	HIV RNase H inh = 5
COC1Cc2ccccc2N(C(=O)N2CCN(CCO)CC2)c2ccccc21 (stereo unspecified)
  RmlCD inh mix = x	HIV RNase H inh = -7

(next part)
SMILES | RmlCD inh mix | HIV RNase H inh
COc1ccc(-c2noc(Cc3cccs3)n2)cc1 | 10 | -31
COc1ccc(Nc2nc(NCc3ccco3)nc(N/N=C/c3ccccc3)n2)cc1 | -9 | x
CCN1CCC(C(=O)NC2CCCC2)(N(Cc2cccs2)C(=O)Cn2nnc3ccccc32)CC1 | x | 0
COC(=O)C1=C(N)Oc2cc(C)n(CCCn3ccnc3)c(=O)c2C1c1ccc(Cl)cc1 (stereo unspecified) | -8 | 17
COCCNC(=O)C(C)N1c2cccc3cccc(c23)S1(=O)=O (stereo unspecified) | -8 | x
CCOC(=O)Cn1c(=O)oc2cc(S(=O)(=O)N3CCc4ccccc43)ccc21 | 9 | -20
O=C(c1ccco1)N1CCN(CCOCCOc2cccc3ccccc23)CC1 | 1 | -7
Clc1ccccc1Oc1cnc2ccccc2n1 | 0 | x
Cc1cc(N2CCCCC2)nc(N2CCOCC2)n1 | -1 | x
CCn1c(SCC(=O)Nc2ccc(S(=O)(=O)Nc3ccccn3)cc2)nnc1-c1ccncc1 | -2 | -2

(more compounds)
SMILES | RmlCD inh mix | HIV RNase H inh
Cc1onc(-c2ccccc2Cl)c1C(=O)Nc1c(C)n(C)n(-c2ccccc2)c1=O | -1 | -1
Cc1ccc(Cn2ncc3c(N4CCOCC4)ncnc32)cc1 | 6 | -1
Cc1cc(C)n(CC(=O)O)n1 | -34 | -4
CC(C)C(=O)Nc1cc2c(cc1C(=O)c1ccccc1)OCCO2 | 0 | -25
Nc1nncn1C(=O)c1cc(Br)ccc1Cl | 1 | -17
Nc1ncnc2c1ncn2[C@@H]1O[C@H](CO)[C@@H](O)[C@@H]1O | 9 | x
CCN(CCO)Cc1cn[nH]c1-c1ccc(C)c(C)c1 | -1 | -18
CCOC(=O)Cn1nc(C)c2c1CCCC2=O | -15 | x
Cc1c(C(=O)N2CCCC2)sc(NC(=O)c2cccc(Cl)c2)c1C#N | -11 | x
O=C(Nc1c(F)cc(F)cc1Br)c1cc2nc(C(F)F)cc(C(F)F)n2n1 | 4 | -9

(cont.)
Results follow in this order: RmlCD inh mix | HIV RNase H inh
> CCCCNC(=O)CCCn1c(=S)[nH]c2cc3c(cc2c1=O)OCO3
  -6 | -19
> O=C(CSc1nnc(Cc2ccc3c(c2)OCO3)n1C1CCCCC1)NC1CCCC1
  -9 | x
> CC(C)(C)c1ccc(S(=O)(=O)O/N=C2/CCCCC2c2ccc([N+](=O)[O-])cc2[N+](=O)[O-])cc1 (stereo unspecified)
  3 | x
> Cc1nc(Nc2nc(-c3ccccc3)cc(=O)[nH]2)nc2ccccc12
  0 | -12
> NNC(=O)CN1C(c2cccc(Cl)c2)=Nc2ccc(Br)cc2C1c1ccccc1 (stereo unspecified)
  -1 | x
> COc1ccc(C(=O)COC(=O)CCCn2c(=O)oc3ccccc32)cc1
  -7 | -82
> O=C1CC(=Nc2ccccc2)NN1c1ccccc1
  -11 | x
> O=C(C[n+]1ccc(C(=O)N/N=C/c2ccc(OCc3ccccc3)cc2)cc1)c1ccccc1
  4 | x
> CC1CCCN(C(c2ccccc2)c2sc3ncnn3c2O)C1 (stereo unspecified)
  10 | -16
> Cc1cc(Nc2cccc(Cl)c2)n2ncnc2n1
  x | -8
> Cc1ccc2c(CC(=O)Nc3ccc(N4CCN(C)CC4)cc3C)coc2c1
  -20 | 16
> COc1ccccc1NC(=O)c1ccc(NS(=O)(=O)c2c(C)noc2C)cc1
  -13 | -15
> O=C(Cn1c(-c2ccco2)nc2ccccc21)N1CCCCC1
  -10 | -1
> O=C(CSCc1ccc(F)cc1)Nc1ccccc1
  4 | x
> N#CC1=C(N)SC(N)=C(C#N)C1c1cccc(Oc2ccccc2)c1
  9 | 70*

Further compounds:
Results follow in this order: RmlCD inh mix | HIV RNase H inh
> N#CC1=C(N)C(C#N)(C#N)C(c2cccnc2)C2COCC=C12 (stereo unspecified)
  2 | 0
> COc1ccc(-c2nc3cc(NC(=O)c4ccc5c(c4)OCO5)ccc3o2)cc1
  13 | 32
> O=C(Nc1nccs1)c1ccc(Cl)c(S(=O)(=O)N2CCCCC2)c1
  6 | -5
> O=C(NC1CCCCC1)C(c1ccccc1)N1CCC2(CC1)OCCO2 (stereo unspecified)
  -12 | -5
> Cc1ccccc1C(=O)Nc1ccc2nc3n(c(=O)c2c1)CCC3
  6 | -3
> Cc1c(C(=O)Oc2ccc(-c3cnc4ccccc4n3)cc2)cccc1[N+](=O)[O-]
  1 | x
> CC(=O)c1c(C)nc(-c2ccc(Cl)cc2)nc1NC(=O)C(C)C
  17 | -6
> COc1ccc(CN2[C@@H](CC(=O)O)c3ccccc3S2(=O)=O)cc1
  -15 | x
> CSCC[C@H](NC(=O)NCCC1=CCCCC1)C(=O)O
  x | -1
> Cc1ccc(N2CC(C(=O)NC3=NCCS3)CC2=O)cc1 (stereo unspecified)
  -6 | -2
> CCCCNC(=O)c1cc(-c2ccc(OC)c(OC)c2)on1
  -11 | -8
> O=C(O)CCc1ccc(S(=O)(=O)N2CCOCC2)cc1
  -3 | x
> CCc1nnc(NC(=O)CN2CCC(O)(c3ccccc3OC)CC2)s1
  -18 | -10
> CCOC(=O)c1ccc(CNC(=O)CSc2nc(NC(=O)c3ccccc3)c3c(C)c(C)oc3n2)cc1
  4 | x
> COc1ccc(-n2c(Cc3cccs3)nnc2SCC(=O)Nc2ccc3c(c2)OCCO3)cc1
  -7 | -17

Two successive records out of the list so far, quoted:
Results follow in this order: RmlCD inh mix | HIV RNase H inh
> N#CC1=C(N)C(C#N)(C#N)C(c2cccnc2)C2COCC=C12 (stereo unspecified)
  2 | 0
> COc1ccc(-c2nc3cc(NC(=O)c4ccc5c(c4)OCO5)ccc3o2)cc1
  13 | 32

(more compounds)
Results follow in this order: RmlCD inh mix | HIV RNase H inh
> CCOC(=O)N1CCC(O)(c2cc(C)c(C)cc2C)CC1
  50 | 4
> Cc1noc(C)c1C(=O)Nc1sc(C)c(-c2ccccc2)c1C#N
  28 | 5
> Cc1ccccc1COc1ccc(/C(O)=C2/C(=O)C(=O)N(CCCn3ccnc3)C2c2ccco2)cc1 (stereo unspecified)
  -7 | 24
> CCOC(=O)C(NC(=O)c1ccccc1)(OCC1(CC)COC1)C(F)(F)F (stereo unspecified)
  -85 | x
> CC(Nc1cc(N2CCCC2)ccc1[N+](=O)[O-])c1ccccc1 (stereo unspecified)
  11 | x
> Cn1c(NC(=O)c2ccccc2C(F)(F)F)cc(=O)n(C)c1=O
  -3 | -11
> CCOc1ccccc1-c1cc(C(=O)N/N=C/c2ccc3c(c2)OCO3)c2ccccc2n1
  6 | x

These rows are one share of the data. The share of hits here may be higher or lower than overall.
